Vif-A3G inh: inhibitors of Vif-APOBEC3G interaction; Q9HC16; HeLa A3G-eYFP + Vif (tagged APOBEC3G with the HIV-1 protein that degrades it), YFP fluorescence, overnight; Potency, µM (top dose mostly 46.1 µM), for the others: at the top dose activity, negative = active, usual class: inhibitors; 410,000 tested, 0.076% active; AID 602310;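 also: potency is read from the fitted curve at half-maximal effect; % is scaled to controls: 0 for no effect and ±100 for the full control effect; nearly all actives have a fitted effect of over 60% in size; hits raise eYFP signal because A3G escapes Vif-driven loss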
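HeLa cells stably expressing Vif and C-terminally eYFP-tagged A3G, seeded overnight at 37 deg C, then exposed to compound by pintool overnight at 37 deg C. Rise in yellow fluorescence (Ex 488/Em 500-530, Acumen) marks blocked Vif-driven A3G degradation.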
USP1 inh: inhibitors of human USP1/UAF1 deubiquitinase; O94782; recombinant USP1/UAF1, Ub-Rhodamine cleavage fluorescence; 390,000 tested, 0.23% active; Potency, µM (doses to about 57.1 µM), without a hit: at the highest dose activity change, negative = inhibition, usual class: inhibitors; also: potency is read from the fitted curve at half-maximal effect; % is scaled to controls: 0 for no effect and ±100 for the full control effect; nearly all actives have a fitted effect of over 60% in size; inactives centre near -12
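1 nM enzyme complex + cpd, 15 min RT; start with Ub-Rho 150nM final; kinetic fluorescence ex 480/em 540, 6 reads q60 s. Buffer 50mM HEPES pH 7.8, 0.5mM EDTA, 0.1 mg/ml BSA, 1mM TCEP, 0.01% Tween-20.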
IDH1 R132H inh: blocks human mutant IDH1 R132H enzyme; O75874; IDH1-R132H enzyme, NADPH consumption, diaphorase/resazurin fluorescence; Potency, µM (doses to about 76.6 µM), without a hit: at the highest dose activity change, negative = inhibition, hits mostly inhibitors; 390,000 tested, 0.093% active; AID 602179; also: potency is read from the fitted curve at half-maximal effect; % is scaled to controls: 0 for no effect and ±100 for the full control effect; nearly all actives have a fitted effect of over 65% in size
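IDH1-R132H (0.5 ug/mL dispensed) in pH 7.5 Tris buffer was preincubated 30 min with compound, then given a substrate mix of 0.016 mM NADPH and 2 mM alpha-KG for 80 min at room temperature; remaining NADPH was read by diaphorase/resazurin fluorescence.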
PI4K2A block: blocks human PI4K2A kinase activity | activity change, negative = inhibition, % at 76.9 µM | purified PI4K2A, ADP-Glo luminescence, 1 h; active compounds read low | Q9BTU6 | 420,000 tested, 0.13% active; in the data active = activity change below about -50%; inconclusive = mostly about -30% to -49%;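 also: -100% = wells without enzyme as full effect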
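Compounds are screened against recombinant PI4K2A using PI as substrate and ATP, the latter dispensed at 300 microM. Reactions run one hour at ambient temperature before ADP-Glo detection; full inhibition defined by wells lacking enzyme.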
TrxR1 substrate: is turned over as a substrate by rat TrxR1; Potency, µM (series often up to 114 µM), for inactives: top-dose activity change, negative = substrate turnover; purified TrxR1 substrate turnover, NADPH consumption readout; 390,000 tested, 0.01% active; also: potency is read from the fitted curve at half-maximal effect; % is scaled to controls: 0 for no effect and ±100 for the full control effect; nearly all actives have a fitted effect of over 50% in size
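Rat TrxR1, dispensed at 90 nM, was prereduced with 400 uM NADPH (final) for 5 min at ~22 deg C, then incubated with compound 15 min before 400 uM selenite. A first-read NADPH fluorescence drop versus no-compound background flagged substrates.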
Vif-APOBEC3F blk: inhibitors of Vif-A3F interaction | HeLa A3F-eYFP + Vif (tagged APOBEC3F with the HIV-1 protein that degrades it), YFP fluorescence increase | Potency, µM (series often up to 46.1 µM), inactives show top-dose activity, negative = active | 390,000 tested, 0.2% active | AID 602313; also: potency is read from the fitted curve at half-maximal effect; % of control where 0% means no effect; nearly all actives have a fitted effect of over 65% in size
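HeLa cells stably expressing Vif plus C-terminally eYFP-tagged A3F were seeded, incubated overnight at 37 deg C, dosed with compound, incubated overnight again at 37 deg C. Yellow fluorescence (Ex 488/Em 500-530) reported blocked Vif-mediated A3F-eYFP degradation.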
LDHA inh: inhibitors of human lactate dehydrogenase A; 480,000 tested, 0.15% active; activity change, % (values are at about 110 or 230 µM); AID 1347041; purified LDHA, NADH/diaphorase-resazurin fluorescence; active compounds read low; P00338; in the data active = activity change below about -30%; inconclusive = mostly about -25% to -30%;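 also: plate controls were DMSO wells for no effect and wells without enzyme for full effect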
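Human LDH5 at 2 nM final in Tris HCl pH 7.4 with 0.06 mM NADH and 0.2 mM pyruvate, reacted 5 minutes at room temperature. Remaining NADH coupled via diaphorase/resazurin; resorufin fluorescence read at 0 and 20 minutes, normalized to enzyme-free and DMSO wells.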
RXFP1 agonist: RXFP1 (human) receptor agonism; Potency, µM (highest dose often 57.5 µM), for the others: at the highest dose activation, usual class: activators; AID 2676; HEK293T-RXFP1 cAMP TR-FRET, 30 min; response scale: percent of porcine relaxin response, buffer zero; 370,000 tested, 0.3% active; also: potency is read from the fitted curve at half-maximal effect; % is scaled to controls: 0 for no effect and ±100 for the full control effect; nearly all actives have a fitted effect of over 60% in size; many of its hits are not listed in these tables
Target sequence (Q9HBX9 whole entry, looked up): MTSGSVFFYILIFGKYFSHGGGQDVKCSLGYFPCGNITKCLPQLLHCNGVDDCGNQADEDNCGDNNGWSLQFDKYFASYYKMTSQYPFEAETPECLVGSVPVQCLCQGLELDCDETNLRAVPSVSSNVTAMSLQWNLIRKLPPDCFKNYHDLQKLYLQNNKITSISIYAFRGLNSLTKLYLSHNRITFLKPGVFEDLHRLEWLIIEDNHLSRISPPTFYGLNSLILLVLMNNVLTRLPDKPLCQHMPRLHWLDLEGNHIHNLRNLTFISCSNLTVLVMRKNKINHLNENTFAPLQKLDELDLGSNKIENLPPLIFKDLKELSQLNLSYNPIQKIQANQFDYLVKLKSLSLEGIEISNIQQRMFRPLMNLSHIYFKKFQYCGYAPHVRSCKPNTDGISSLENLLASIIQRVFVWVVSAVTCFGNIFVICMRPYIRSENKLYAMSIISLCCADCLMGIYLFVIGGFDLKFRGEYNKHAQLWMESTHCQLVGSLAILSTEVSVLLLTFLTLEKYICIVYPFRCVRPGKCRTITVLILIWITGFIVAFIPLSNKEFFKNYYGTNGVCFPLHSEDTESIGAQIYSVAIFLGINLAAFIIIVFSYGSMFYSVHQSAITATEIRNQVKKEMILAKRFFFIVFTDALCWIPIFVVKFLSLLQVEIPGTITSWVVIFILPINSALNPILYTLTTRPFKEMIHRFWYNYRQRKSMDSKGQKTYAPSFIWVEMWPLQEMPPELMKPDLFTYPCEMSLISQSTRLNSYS
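cAMP rise read by TR-FRET after 30 min, 37C compound exposure (up to 58 uM) in RXFP1-transfected HEK293 cells with Ro 20174 present. EC50 from Hill-equation fits, with 29 nM porcine relaxin as 100% and buffer as basal.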
Glioma ERSR ind: ER stress response induction in glioma | Potency, µM, for inactives: top-dose activation, usual class: activators | U87-MG GRP78 promoter luciferase reporter, 16 h | 420,000 tested, 0.02% active | AID 602332; also: potency is read from the fitted curve at half-maximal effect; series mostly up to about 76 µM; % of control where 0% means no effect; nearly all actives have a fitted effect of over 35% in size
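Stably transfected U87-MG human glioma cells carrying a GRP78-based luminescent sensor were seeded at 1000 cells/well, pin-dosed with compounds and incubated 16 h. Luciferase reagent was then added, and end-point luminescence was read after 10 min at room temperature.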
An asterisk follows results filed as active; u = inconclusive; x = not tested or not shown; & = joins results of further samples; [ ] = another dose, or the depositor's remark. Unless noted, calls follow the shape of the dose curve; as a rule, active = well fitted curve in the direction sought with a large enough effect; inconclusive = small, poorly fitted or top-dose-only effect, or another doubt; inactive = no such curve, though single readings can be large; an effect the other way counts as inactive or inconclusive. An excerpt; rates above refer to the full screens.

Molecule	Vif-A3G inh	USP1 inh	IDH1 R132H inh	PI4K2A block	TrxR1 substrate	Vif-APOBEC3F blk	LDHA inh	RXFP1 agonist	Glioma ERSR ind
COc1ccc(C2C(C(C)=O)=C(C)Nc3ncnn32)c(OC)c1OC (stereo not drawn)	1%	-18%	-3%	5	-3%	u	-5	-1.1%	-3%
CN(C)CCn1c(=O)n(Cc2ccccc2)c(=O)c2c3c(sc21)CCCCC3	3%	-14%	-10%	14	7%[57.1 µM]	11%	-4	-2.5%	-3%
C/C(=N\NC(=O)C1CCCN(S(=O)(=O)c2ccccc2)C1)c1ccccn1 (stereo not drawn)	1%	-9%	0%	0	13%[57.1 µM]	3%	-1	1.9%	-4%
COc1ccc(CS(=O)c2nc(C)cc(C)c2S(C)(=O)=O)cc1 (stereo not drawn)	2%	-20%	10%	9	5%[57.1 µM]	-17%	-1	-1.4%	-2%
Cc1ccc2nc(NC(=S)NC(=O)c3cccs3)sc2c1	4%	-26%	7%	0	-5%	-2%	-13	1.2%	8%
OCCN(CC#CC(O)(c1ccccc1)c1ccccc1)CCO	-1%	-16%	2%	-2	1%[57.1 µM]	-10%	-6	1.6%	-3%
CC(C)(C)NC(=S)NCc1ccc2c(c1)OCO2	1%	-7%	-1%	0	-13%	3%	-7	1.2%	-1%
COc1ccc(-c2noc(-c3ccco3)n2)cc1OC	2%	-10%	2%	-7	-9%	-7%	-2	2.8%	-3%
O=C(COc1ccc2ccc(=O)oc2c1)NC1CCCC1	5%	-3%	-5%	-4	10%	-5%	-1&2	5.3%	u
CCC(=O)N(CCC1(C(C)C)CCOC(C)(C)C1)Cc1ccco1 (stereo not drawn)	-4%	-9%	3%	-1	-8%	6%	-2	0.0%	-2%
COc1ccc(-c2noc(-c3ccc(N4CCOCC4)c([N+](=O)[O-])c3)n2)cc1OC	1%	-26%	20%	4	6%	9%	0	3.3%	0%
O=C1NC2(CCCc3ccccc32)C(=O)N1CCOc1ccc(Br)cc1 (stereo not drawn)	2%	-25%	-5%	0	-1%	-3%	-3	3.0%	-3%
Cc1ccc(NC(=O)N2CCc3ccccc32)cc1C	-7%	-19%	11%	-15	-8%	10%	-6	1.3%	-6%
COc1ccc([N+](=O)[O-])cc1NC(=O)CCNC(=O)Cn1ccc2ccccc2c1=O	0%	-1%	5%	-4	-1%	-11%	2	21%	-1%
CC(=O)N1CCN(C(=O)Nc2cccc(C(F)(F)F)c2)CC1	-2%	-4%	6%	-4	18%[57.1 µM]	5%	-7	0.1%	3%
Cc1ccc(S(=O)(=O)N2C[C@@H]3[C@H]4CC[C@H](C4)[C@@H]3[C@@H](C)[C@@H]2c2ccco2)cc1	-3%	-4%	0%	-4	-5%	0%	-2	x	-2%
Cc1cccc(CNC(=O)CCn2c(=O)c3cccn3c3ccc(F)cc32)c1	4%	5%	-12%	-2	3%	-4%	-6	0.2%	-4%
COc1ccc(NS(=O)(=O)c2cc(NC(=O)c3cccnc3Cl)ccc2N2CCCC2)cc1	0%	-18%	-8%	6	-3%	12%	-6	0.0%	-2%
CC(C)Oc1ccc(C(=O)Nc2nc3ccccc3[nH]2)cc1	0%	-6%	10%	-56*	1%	6%	-2	3.5%	-12%
CCCOC(=O)Nc1ccc(S(=O)(=O)Nc2ncccn2)cc1	0%	-1%	-1%	0	0%	4%	-13	1.6%	-2%
O=C(CSc1nc2ncc(Cl)cc2[nH]1)Nc1cccc(F)c1	-1%	-16%	10%	-5	-1%	-15%	-1	-4.0%	-4%
COCCCn1c(SCC(=O)N2CCCC2=O)nc2ccccc2c1=O	4%	-20%	0%	1	x	-6%	-4	x	-3%
O=C(NNC(=O)c1sc2cccc(Cl)c2c1Cl)NC1CCCCC1	0%	-5%	-2%	10	5%	-4%	-6	3.9%	-3%
COC(=O)[C@H](CCSC)NC(=O)Cn1ccc(NC(=O)OCc2ccccc2)nc1=O	1%	-17%	10%	-5	0%	2%	4	-0.3%	1%
CC(C)n1nnnc1-c1ccc(Cl)cc1	0%	-19%	0%	1	4%	6%	-8	-0.3%	-3%
Cc1cccc(NC(=O)CS(=O)(=O)c2cn(C)c3ccccc23)c1C	-1%	-2%	5%	-4	19%[57.1 µM]	6%	8	-1.1%	-3%
Cc1cccc(OCC(=O)N(Cc2ccc(C(C)C)cc2)Cc2ccco2)c1C	1%	-7%	7%	-1	-6%	3%	2	0.7%	1%
Nc1ncccc1OCc1ccc(Br)cc1	1%	-11%	15%	0	-2%	6%	-4	-0.1%	2%
CCCCOc1ccc(CSc2ncn[nH]2)cc1	1%	-18%	6%	-2	-6%	-3%	-4	0.7%	2%
COc1ccc(C2(C(N)=O)CCCCC2)cc1OC	0%	-2%	6%	-22	7%	-3%	-4	1.1%	-3%

Looked up one by one from above (2):
Molecule	Vif-A3G inh	USP1 inh	IDH1 R132H inh	PI4K2A block	TrxR1 substrate	Vif-APOBEC3F blk	LDHA inh	RXFP1 agonist	Glioma ERSR ind
CC(C)n1nnnc1-c1ccc(Cl)cc1	0%	-19%	0%	1	4%	6%	-8	-0.3%	-3%
CCCCOc1ccc(CSc2ncn[nH]2)cc1	1%	-18%	6%	-2	-6%	-3%	-4	0.7%	2%

The listing continues.
Molecule	Vif-A3G inh	USP1 inh	IDH1 R132H inh	PI4K2A block	TrxR1 substrate	Vif-APOBEC3F blk	LDHA inh	RXFP1 agonist	Glioma ERSR ind
COc1cc(C(=O)N2CCC(N3CCCCCC3)CC2)cc(OC)c1OC	0%	-14%	3%	3	-8%[57.1 µM]	0%	-21&-1	x	-3%
O=C(O)CCCC(=O)NCCc1cccc(Cl)c1	0%	-13%	-2%	-1	11%[57.1 µM]	-6%	-5	0.0%	0%
COc1ccc([C@H]2CC(=O)C=C(c3ccc(C)c([N+](=O)[O-])c3)C2)cc1	0%	-25%	3%	-6	5%[57.1 µM]	0%	0	0.9%	12%
C1CCN=C(Nc2nn[nH]n2)CC1	-5%	-12%	0%	3	1%	0%	-8	-0.8%	0%
CSc1ncccc1C(=O)OCC(=O)N1CCN(C(=O)c2ccco2)CC1	-1%	-16%	-6%	-5	-7%	1%	-10	x	-4%
CCc1nnc(SCc2nc(-c3cccc(C)c3)oc2C)c2cc3sc(C)cc3n12	0%	-16%	1%	10	1%	5%	3	0.1%	-1%
CCOC(=O)N1CCN(C(=O)Cn2nc(C)n3nc(-c4ccccc4)cc3c2=O)CC1	6%	-5%	3%	0	3%	-11%	-4	2.2%	-3%
Cc1cccc(NC(=O)c2cccc(NC3=NC4CS(=O)(=O)CC4S3)c2)c1 (stereo not drawn)	1%	6%	2%	-3	0%[57.1 µM]	-2%	-5	-0.5%	-6%
CC(NC(=O)c1ccco1)c1ccc2c(c1)OCO2 (stereo not drawn)	4%	-7%	-8%	-1	3%	3%	-2	-0.6%	-1%
Cc1ccc(SCC2CNc3nc4ccccc4c(=O)n32)c(C)c1 (stereo not drawn)	-4%	-16%	7%	9	10%[57.1 µM]	2%	-4	1.1%	9%
O=C(NCc1ccccc1)C(c1cccnc1)N(Cc1ccco1)C(=O)c1ccccn1 (stereo not drawn)	0%	-9%	-1%	2	10%[57.1 µM]	-7%	-3	2.3%	2%
COc1cc(C(=O)NCCC2=CCCCC2)ccc1OCc1c(C)noc1C	3%	-8%	-9%	-6	-2%	-2%	-19	1.6%	0%
CCN(C(=O)CN1C(=O)COc2ccc(S(=O)(=O)N3CCCCCC3)cc21)c1cccc(C)c1	3%	-26%	-10%	4	-2%	3%	2	2.4%	-2%
COc1ccccc1CNC(=O)Cn1c(=O)ccc2cc(S(=O)(=O)N3CCC(C)CC3)ccc21	1%	-18%	-10%	4	6%[57.1 µM]	4%	1	-0.2%	-2%
O=C(Nc1nc2cc3c(cc2s1)OCCO3)c1cccc(N2C(=O)CCC2=O)c1	1%	-17%	16%	-2	-9%[57.1 µM]	2%	-2	-0.6%	-3%
CC(C(=O)O)C(=O)O	-1%	8%	7%	1	2%	-3%	-6	-0.2%	0%
CCOC(=O)C1(Cc2cccc(OC)c2)CCCN(Cc2c(C)nn(C(C)C)c2C)C1 (stereo not drawn)	-8%	4%	-11%	3	-1%	3%	-1	0.6%	-4%
COc1cccc(NC(C)(C)c2nnnn2-c2c(C)cccc2C)c1	0%	u	2%	2	4%[57.1 µM]	0%	3	6.6%	-2%
CCOc1ccc(S(=O)(=O)NN=C(C)c2cccnc2)cc1	-4%	-7%	0%	2	-4%	-2%	-12	x	1%
CCCCCN(C(=O)CCC(=O)OCC(=O)NC1CCC(C)CC1)c1c(N)n(CCCC)c(=O)[nH]c1=O (stereo not drawn)	-1%	-1%	1%	0	3%	-17%	-2	-0.1%	-2%
CC(C)CN1CCN(Cc2ccc(C#CC(C)(C)O)cc2)CC1CCO (stereo not drawn)	1%	-10%	9%	4	10%[57.1 µM]	-12%	-6	-2.9%	1%
Cc1cc(C)c(C#N)c(SCC(=O)N2CCN(Cc3ccccc3)CC2)n1	1%	-16%	4%	6	2%[57.1 µM]	-1%	-5	-0.3%	-4%
